APJ agonist: APJ receptor agonism. P35414. AID 2520. 330,000 tested, 0.11% active. activation, % at 20 µM. CHO-K1 APJ PathHunter beta-arrestin, luminescence; 0% DMSO wells, 100% apelin;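 active = activation more than six SD over the plate average, tested at 20 µM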;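 also: 0% = DMSO alone and 100% = apelin-13 at 10 nM; some results filed as inactive read as strong as hits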
Target sequence (P35414 whole entry, looked up): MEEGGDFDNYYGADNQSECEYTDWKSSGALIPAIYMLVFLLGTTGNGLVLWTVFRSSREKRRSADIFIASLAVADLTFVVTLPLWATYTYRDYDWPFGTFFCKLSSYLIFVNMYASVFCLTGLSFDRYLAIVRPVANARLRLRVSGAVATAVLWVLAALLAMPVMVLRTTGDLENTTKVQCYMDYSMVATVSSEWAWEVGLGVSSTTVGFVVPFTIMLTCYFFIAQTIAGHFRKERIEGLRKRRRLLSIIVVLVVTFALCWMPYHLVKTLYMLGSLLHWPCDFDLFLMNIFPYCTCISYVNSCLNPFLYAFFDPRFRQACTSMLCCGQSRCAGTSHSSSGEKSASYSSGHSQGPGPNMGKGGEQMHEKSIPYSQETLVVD
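Assay system: engineered CHO-K1 APJ arrestin reporter cells; Amount: 1000 CHO-K1 reporter cells seeded per well; Dosing: one dose, 20 µM compound, 1% DMSO; Times: compound stimulation 90 min at 25 °C, detection 60 min; Measured by: luminescent beta-gal fragment complementation, chemiluminescent substrate; Read-out: APJ–arrestin association signal; Controls: DMSO vs Apelin-13 10 nM.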
tim23-1 inh: growth inhibitors of tim23-1 mutant yeast; S. cerevisiae tim23-1 growth, BacTiter-Glo luminescence, 24 h; inhibition, % at 20 µM; 330,000 tested, 1.3% active; AID 463212;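 active = growth inhibition of the mutant yeast at or above 50%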;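 also: temperature-sensitive mutant grown at 25 °C; plate controls were DMSO-treated mutant yeast for no effect and medium wells lacking yeast for full effect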
697 NFkB inh: inhibitors of the PMA/ionomycin-induced NF-kB reporter in 697 B cells. 697 B-cell NF-kB luciferase reporter, 16 h. inhibition, % at 4 µM. 330,000 tested, 0.33% active. AID 435022; in the data active = inhibition above about 35%
XBP1 UPR activ: adaptive UPR (XBP1) activation; CHO-XBP1 luciferase reporter, IRE1-XBP1 UPR activation, luminescence; percent of tunicamycin response, DMSO as zero; activation, % at 20 µM; 330,000 tested, 0.33% active;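 active = versus positive control, 20 µM dose yields 30% or more activation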;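 also: 100% = tunicamycin at 10 µg/mL and 0% = DMSO only wells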
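Material – CHO cell line with stable XBP1 luciferase reporter · Buffer or medium – F12 plus 10% FBS · Compound – single point, 20 µM final compound, 1% DMSO · Schedule – 16-18 h cell attachment at 37 °C, then 6 h compound exposure · Signal – Steady-Glo luminescence read · Benchmarks – high control tunicamycin 10 µg/mL final, low control DMSO vehicle only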
Jurkat NFkB inh: lowers PMA/ionomycin-induced NF-kB signal in Jurkat cells; PMA/ionomycin-induced NF-kB luciferase reporter, luminescence; inhibition, % at 4 µM; 330,000 tested, 0.53% active; AID 435003; in the data active = inhibition above about 50%
Mdm2 MdmX PPI: human Mdm2/MdmX binding inhibition; O15151+Q00987; SaOS-2 split-luciferase Mdm2/MdmX complementation, luminescence; inhibition, % at 8 µM; 330,000 tested, 3% active; AID 485346;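 active = inhibition of at least 50% at 8 µM in the primary screen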
APJ antag: APJ receptor antagonism. CHO-K1 APJ beta-arrestin complementation, luminescence. inhibition, % at 20 µM. AID 2521. 330,000 tested, 0.32% active;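 active = inhibition above about 40% at 20 µM, limit read from the data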;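 also: cells challenged with 10 nM apelin-13 agonist together with compound; plate controls were apelin-13 plus DMSO wells for no effect and DMSO wells lacking apelin-13 for full effect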
UPR CHOP act: apoptotic UPR (CHOP) activation; CHO-CHOP luciferase reporter, luminescence; percent of tunicamycin response over DMSO baseline; activation, % at 10 µM; 330,000 tested, 0.34% active; AID 449763;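 active = at 10 µM dose, activation of 40% or more, normalized to positive control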;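 also: 100% = tunicamycin at 10 µg/mL and 0% = DMSO alone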
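Material: CHO-CHOP cells, stable luciferase reporter of PERK-eIF2a-CHOP signalling; quantity: 500 reporter cells seeded per well; buffer or medium: F12 medium containing 10% fetal bovine serum; compound: one dose, 10 µM in 0.5% DMSO; incubation: 6 h compound treatment, 37 °C; measured by: Steady-Glo luciferase luminescence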
* = called active by the depositor.

Results for CC1(C(=O)OCC(=O)N2c3ccccc3Sc3ccccc32)CC1(Cl)Cl (stereo not given) ?
APJ agonist: -3; tim23-1 inh: 40; 697 NFkB inh: 1; XBP1 UPR activ: -5; Jurkat NFkB inh: 3; Mdm2 MdmX PPI: 23; APJ antag: 16; UPR CHOP act: -1.0

Results for COCCCNC(=O)CC1C[C@H](C(=O)N2CCCCC2)[C@@]2(C)c3[nH]c4ccccc4c3CCN2C1=O (stereo not given in full) ?
APJ agonist: -2; tim23-1 inh: 14; 697 NFkB inh: 1; XBP1 UPR activ: -1; Jurkat NFkB inh: 3; Mdm2 MdmX PPI: 31; APJ antag: 0; UPR CHOP act: -0.1

How did CCCCNC(=O)O[C@H]1C[C@@H]2CCN3C(=O)CCC[C@H]([C@H]1CC)[C@H]23 do in these assays?
APJ agonist: 5; tim23-1 inh: 14; 697 NFkB inh: -18; XBP1 UPR activ: -1; Jurkat NFkB inh: -4; Mdm2 MdmX PPI: -36; APJ antag: 5; UPR CHOP act: 0.2

Results for Clc1cc2c(c(Cn3cnc4ccccc43)c1)OCOC2 ?
APJ agonist: -7; tim23-1 inh: 19; 697 NFkB inh: -26; XBP1 UPR activ: 2; Jurkat NFkB inh: 4; Mdm2 MdmX PPI: 23; APJ antag: -12; UPR CHOP act: -0.3

How did CCC/C(O)=C1\C(=O)CCCC1=NCCc1c(C)[nH]c2ccccc12 do in these assays?
APJ agonist: -1; tim23-1 inh: 15; 697 NFkB inh: 20; XBP1 UPR activ: -1; Jurkat NFkB inh: 1; Mdm2 MdmX PPI: 6; APJ antag: 15; UPR CHOP act: 2.5

What do the screens show for `COc1cc(SC)ccc1C(=O)Nc1ccccc1`?
APJ agonist: 1; tim23-1 inh: 17; 697 NFkB inh: -59; XBP1 UPR activ: 2; Jurkat NFkB inh: -79; Mdm2 MdmX PPI: -74; APJ antag: -4; UPR CHOP act: 5.4

What do the screens show for `O=C(Nc1ccccc1Cl)C1CCCN(S(=O)(=O)c2ccc(-n3cnnn3)cc2)C1` (stereo not given)?
APJ agonist: 2; tim23-1 inh: -8; 697 NFkB inh: 1; XBP1 UPR activ: 7; Jurkat NFkB inh: 6; Mdm2 MdmX PPI: -3; APJ antag: -4; UPR CHOP act: -1.2

What do the screens show for `Cc1sc2ncn(CCC(=O)O)c(=O)c2c1C`?
APJ agonist: -8; tim23-1 inh: -7; 697 NFkB inh: 6; XBP1 UPR activ: -2; Jurkat NFkB inh: -2; Mdm2 MdmX PPI: 6; APJ antag: 9; UPR CHOP act: -4.9

How did CC(=O)Nc1nc2ccccc2[nH]1 do in these assays?
APJ agonist: -2; tim23-1 inh: 0; 697 NFkB inh: 7; XBP1 UPR activ: -3; Jurkat NFkB inh: -2; Mdm2 MdmX PPI: 8; APJ antag: -3; UPR CHOP act: -0.4

How did Cc1ccc(CNC(=O)CS(=O)(=O)c2ccccc2)cc1 do in these assays?
APJ agonist: -3; tim23-1 inh: -4; 697 NFkB inh: 5; XBP1 UPR activ: 0; Jurkat NFkB inh: 9; Mdm2 MdmX PPI: 9; APJ antag: 8; UPR CHOP act: -0.2

What do the screens show for `Cc1ccc2[nH]c(=O)c(CN(C(=O)c3cccc([N+](=O)[O-])c3)C(C)(C)C)cc2c1`?
APJ agonist: -2; tim23-1 inh: 28; 697 NFkB inh: 0; XBP1 UPR activ: 0; Jurkat NFkB inh: -18; Mdm2 MdmX PPI: 29; APJ antag: 2; UPR CHOP act: 1.2

What do the screens show for `Cc1ccc(S(=O)(=O)N2[C@@H](c3ccc(Cl)c(Cl)c3)C(C(=O)O)=C[C@H]2CC2CCCC2)cc1`?
APJ agonist: -4; tim23-1 inh: 42; 697 NFkB inh: 14; XBP1 UPR activ: -5; Jurkat NFkB inh: 4; Mdm2 MdmX PPI: 16; APJ antag: 17; UPR CHOP act: -0.3

How did CCc1cc2c(COC(=O)CCNS(=O)(=O)c3cccc(C(F)(F)F)c3)cc(=O)oc2cc1O do in these assays?
APJ agonist: -5; tim23-1 inh: 12; 697 NFkB inh: -4; XBP1 UPR activ: 13; Jurkat NFkB inh: -3; Mdm2 MdmX PPI: 83*; APJ antag: -7; UPR CHOP act: 1.1

How did Cc1ccccc1-n1ncc2c1CC(C)(C)CC2NC(=O)c1ccncc1 (stereo not given) do in these assays?
APJ agonist: 2; tim23-1 inh: 25; 697 NFkB inh: 9; XBP1 UPR activ: 0; Jurkat NFkB inh: 12; Mdm2 MdmX PPI: -3; APJ antag: -21; UPR CHOP act: 1.9

How did COc1ccc(-n2nc(C(=O)NCC(=O)N3CCN(Cc4ccccc4)CC3)c3ccccc3c2=O)cc1 do in these assays?
APJ agonist: -1; tim23-1 inh: 21; 697 NFkB inh: 3; XBP1 UPR activ: -2; Jurkat NFkB inh: 12; Mdm2 MdmX PPI: 12; APJ antag: -15; UPR CHOP act: 0.3

How did CN1CCN(CC(=O)NN(Cc2ccccc2)c2ccccc2)CC1 do in these assays?
APJ agonist: -2; tim23-1 inh: 8; 697 NFkB inh: 2; XBP1 UPR activ: 0; Jurkat NFkB inh: -7; Mdm2 MdmX PPI: 8; APJ antag: 14; UPR CHOP act: 0.4

What do the screens show for `CC1(C)Cc2nc3sc4c(SCC(=O)NCc5ccccc5)ncnc4c3cc2CO1`?
APJ agonist: -2; tim23-1 inh: 6; 697 NFkB inh: -48; XBP1 UPR activ: 12; Jurkat NFkB inh: 38; Mdm2 MdmX PPI: 15; APJ antag: 16; UPR CHOP act: 0.3

How did COc1ccccc1CC(NC(C)=O)C(=O)NC1CCN(S(=O)(=O)c2ccc(NC(C)=O)cc2)CC1 (stereo not given) do in these assays?
APJ agonist: -2; tim23-1 inh: 13; 697 NFkB inh: 14; XBP1 UPR activ: -1; Jurkat NFkB inh: 13; Mdm2 MdmX PPI: -26; APJ antag: -4; UPR CHOP act: -0.3

Results for O=[N+]([O-])c1ccc(NC(=S)N2CCCC2)cc1 ?
APJ agonist: -2; tim23-1 inh: 8; 697 NFkB inh: -6; XBP1 UPR activ: -2; Jurkat NFkB inh: -1; Mdm2 MdmX PPI: 24; APJ antag: 4; UPR CHOP act: 2.0

What do the screens show for `COc1ccc(C(=O)C=CNNC(=O)c2ccc(Cl)cc2)cc1`?
APJ agonist: 0; tim23-1 inh: 22; 697 NFkB inh: 1; XBP1 UPR activ: -3; Jurkat NFkB inh: -7; Mdm2 MdmX PPI: 34; APJ antag: 20; UPR CHOP act: -1.0

Taken from above (three entries):
What do the screens show for `Cc1sc2ncn(CCC(=O)O)c(=O)c2c1C`?
APJ agonist: -8; tim23-1 inh: -7; 697 NFkB inh: 6; XBP1 UPR activ: -2; Jurkat NFkB inh: -2; Mdm2 MdmX PPI: 6; APJ antag: 9; UPR CHOP act: -4.9

How did CC(=O)Nc1nc2ccccc2[nH]1 do in these assays?
APJ agonist: -2; tim23-1 inh: 0; 697 NFkB inh: 7; XBP1 UPR activ: -3; Jurkat NFkB inh: -2; Mdm2 MdmX PPI: 8; APJ antag: -3; UPR CHOP act: -0.4

How did Cc1ccc(CNC(=O)CS(=O)(=O)c2ccccc2)cc1 do in these assays?
APJ agonist: -3; tim23-1 inh: -4; 697 NFkB inh: 5; XBP1 UPR activ: 0; Jurkat NFkB inh: 9; Mdm2 MdmX PPI: 9; APJ antag: 8; UPR CHOP act: -0.2

Next section
What do the screens show for `CC(C)CC(C(=O)NC1CCCC1)N(Cc1ccc2c(c1)OCO2)C(=O)c1snc(C(N)=O)c1N` (stereo not given)?
APJ agonist: -1; tim23-1 inh: 26; 697 NFkB inh: -18; XBP1 UPR activ: -2; Jurkat NFkB inh: -9; Mdm2 MdmX PPI: 10; APJ antag: 3; UPR CHOP act: 0.5

How did COc1cc(S(=O)(=O)Nc2cc(C)cc(C)c2)ccc1F do in these assays?
APJ agonist: -2; tim23-1 inh: 12; 697 NFkB inh: -11; XBP1 UPR activ: 0; Jurkat NFkB inh: 10; Mdm2 MdmX PPI: 19; APJ antag: 2; UPR CHOP act: 1.5

How did Cc1cnc(C(=O)OCC(=O)N2CCC(C)CC2)cn1 do in these assays?
APJ agonist: -1; tim23-1 inh: 0; 697 NFkB inh: -5; XBP1 UPR activ: 0; Jurkat NFkB inh: -7; Mdm2 MdmX PPI: 3; APJ antag: -14; UPR CHOP act: -0.7

Results for Nc1cc(-c2ccc(Br)cc2)nc2cc(-c3ccccc3)nn12 ?
APJ agonist: 0; tim23-1 inh: 8; 697 NFkB inh: 11; XBP1 UPR activ: -1; Jurkat NFkB inh: -14; Mdm2 MdmX PPI: -38; APJ antag: -12; UPR CHOP act: 1.5

Results for C=CCn1c(SCC(=O)c2c(N)n(C)c(=O)n(C)c2=O)nc2sc(CC)cc2c1=O ?
APJ agonist: -3; tim23-1 inh: 3; 697 NFkB inh: 15; XBP1 UPR activ: 0; Jurkat NFkB inh: -7; Mdm2 MdmX PPI: 18; APJ antag: 8; UPR CHOP act: -1.9

Results for CCOC(=O)C1=C(C)N=C2SC(C(=O)OC)=CC(=O)N2C1c1ccc(F)cc1 (stereo not given) ?
APJ agonist: 11; tim23-1 inh: 86*; 697 NFkB inh: -2; XBP1 UPR activ: 132*; Jurkat NFkB inh: 16; Mdm2 MdmX PPI: 22; APJ antag: 5; UPR CHOP act: 9.1

How did Cc1ccc(S(=O)(=O)N(C(=O)c2ccncc2)c2ccc3oc4c(c3c2)CCCC4)cc1[N+](=O)[O-] do in these assays?
APJ agonist: 4; tim23-1 inh: 34; 697 NFkB inh: -4; XBP1 UPR activ: -1; Jurkat NFkB inh: 8; Mdm2 MdmX PPI: 20; APJ antag: 1; UPR CHOP act: -0.3

Results for CCNc1nc(NCC)n2c(SCC(=O)Nc3cccc(Cl)c3)nnc2n1 ?
APJ agonist: -2; tim23-1 inh: 4; 697 NFkB inh: 5; XBP1 UPR activ: 0; Jurkat NFkB inh: 0; Mdm2 MdmX PPI: 11; APJ antag: 7; UPR CHOP act: -1.0

How did Cn1c(=O)c2cc(S(=O)(=O)NC(Cc3ccccc3)C(=O)NCc3ccco3)ccc2n(C)c1=O (stereo not given) do in these assays?
APJ agonist: -4; tim23-1 inh: 20; 697 NFkB inh: 4; XBP1 UPR activ: 3; Jurkat NFkB inh: -1; Mdm2 MdmX PPI: -3; APJ antag: 21; UPR CHOP act: 0.6

How did COc1ccccc1NS(=O)(=O)c1cccc(C(=O)N/N=C2\CC(=O)CC(C)(C)C2)c1 do in these assays?
APJ agonist: -3; tim23-1 inh: 9; 697 NFkB inh: 12; XBP1 UPR activ: -3; Jurkat NFkB inh: 5; Mdm2 MdmX PPI: 2; APJ antag: -8; UPR CHOP act: 0.2

What do the screens show for `C[C@H](CO)N1C[C@H](C)[C@@H](CN(C)S(=O)(=O)c2cn(C)cn2)Oc2ccc(NC(=O)C3CC3)cc2C1=O`?
APJ agonist: -2; tim23-1 inh: 4; 697 NFkB inh: 6; XBP1 UPR activ: -1; Jurkat NFkB inh: 9; Mdm2 MdmX PPI: 2; APJ antag: 10; UPR CHOP act: -1.9

What do the screens show for `Cn1cccc1Cc1nnc(SCC(=O)Nc2ccc3c(c2)OCCO3)n1CCc1ccccc1`?
APJ agonist: -3; tim23-1 inh: 13; 697 NFkB inh: 12; XBP1 UPR activ: -4; Jurkat NFkB inh: -24; Mdm2 MdmX PPI: 17; APJ antag: 0; UPR CHOP act: 0.2
